MgcRacGAP inhibition – MgcRacGAP GTPase-activating activity inhibitors, confirmation, biochemical, ADP Hunter fluorescence; Rac GTPase-activating protein 1 (Homo sapiens); inhibition, % at 30 µM, or IC50 in µM where a hit was titrated; MgcRacGAP-stimulated Rac1 GTP hydrolysis, ADP Hunter fluorescence; higher % means a stronger effect; GST-tagged Rac1 F28L mutant substrate; actives 0.6% (n = 340,000); AID 624330, 2012;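 active means first-screen hits whose inhibition reached a set limit at any dose in the follow-up dose series; inconclusive means inhibition above the set first-screen limit but never retested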;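 further: fluorescence reports GDP produced by GAP-driven GTP hydrolysis; strong numbers were not always called active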
WT yeast gro inh – growth inhibition of WT strain, primary screen, mitochondrial fusion inhibitor project, WT and mutant strains, chemical genetic | mitochondrial fusion phenotypic screen | inhibition, % at 10 µM | actives 2.1% (n = 190,000) | AID 1362, 2008; in the data active means inhibition above about 58%; tested in S. cerevisiae
Large T inhibition – SV40 large T antigen inhibitors, biochemical (AID 1903) | SV40 large T antigen ATPase/helicase inhibition assay; higher % means a stronger effect | inhibition, % at 20 µM; hits with a dose series show IC50 in µM | actives 0.39% (n = 310,000); in the data active means a potency from the dose series; inconclusive means inhibition mostly from about 32% at the one dose, without a potency; inactive means the rest, 99 in 100 with inhibition below about 32%; further: strong numbers were not always called active
T cell HTS – modulators of CD8 T cell-vesicle binding, primary screen, mouse 2C CD8+ T cells, flow cytometry | 2C CD8+ T cell-vesicle binding; stronger effect = lower value | actives 0.068% (n = 330,000) | calls only at 7 µM | AID 2052, 2009;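 active means response, share of CD8 T cells binding vesicles, and their 90th percentile fluorescence all below set limits, cut at about 80% in these data, passing the limit was not always enough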
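System: murine 2C transgenic CD8+ T lymphocytes; also added: QL9-loaded Drosophila micro-vesicles; times: binding 1.5 h at 37 °C; measured by: flow cytometry, PE anti-B7-1 (FL2) versus Alexa647 anti-CD8 (FL8), PFA-fixed; control set: Peptide-free naked vesicles (low) and QL9 vesicles with 0.7% DMSO vehicle (high)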
West Nile antiviral – West Nile virus antiviral activity, cell-based, CPE readout (AID 1621); actives 0.02% (n = 290,000); West Nile virus-infected cells, CPE inhibition; higher % means a stronger effect; CPE inhibition, % at 10 µM; hits with a dose series show IC50 in µM; in the data active means a potency from the dose series; inconclusive means CPE inhibition mostly from about 3.7% at the one dose, without a potency; inactive means the rest, 99 in 100 with CPE inhibition below about 2.2%; further: strong numbers were not always called active
Salmonella PhoP GFP – inhibitors of PhoP regulon expression, primary screen, Salmonella Typhimurium, GFP reporter (AID 1863); S. Typhimurium PhoP-regulated promoter GFP reporter, 4 h; higher % means a stronger effect; inhibition, % at 50 µM; hits with a dose series show IC50 in µM; actives 0.16% (n = 300,000);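 active means inhibition over 29.93%, a cutoff 3 SD above the screen mean, later confirmed by dose response; inconclusive means inhibition over 29.93% but no dose response follow-up; inactive means inhibition at most 29.93% or unconfirmed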;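 further: 0% = low Mg2+ inducing control and 100% = high Mg2+ repressing control; strong numbers were not always called active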
Myeloid diff 2 – induction of myeloid progenitor differentiation, primary screen, cell-based, flow cytometry, MLPCN library. ER-HoxA9 myeloid progenitors, lysozyme-GFP differentiation. calls only at 10 µM. actives 1% (n = 360,000). AID 624256, 2012;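 active means normalized GFP-positive differentiation at or above the plate's own cutoff, the solvent-only control mean plus 3 SD; inconclusive means no clear call, values can overlap the other calls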;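 further: cells exposed to compound for four days before flow analysis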
b-catenin transl – modulators of beta-catenin nuclear translocation, primary screen, imaging, HeLa cells, immunofluorescence, high-content; nuclear translocation activity, % at 5 µM; actives 0.3% (n = 190,000); AID 1665, 2009;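 active means nuclear translocation activity above 50% at 5 µM, with a well cell count of 50 or more; inconclusive means wells under 50 cells across six images, flagged as toxic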;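 further: per-cell ratio of nuclear to cytoplasmic median beta-catenin stain intensity; plate controls were DMSO negative control for no effect and GSK-3 inhibitor IX positive control for full effect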
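Test system: human HeLa cells, native beta-catenin. Compound dosing: 5 µM primary single dose, 0.1% DMSO, 0.02–20 µM confirmation series. Incubation: compound exposure 24 h at 37°C. Detection: beta-catenin immunostaining with DAPI counterstain, 20x imaging, 6 fields/well. Read-out basis: Nuclear/cytoplasmic beta-catenin signal ratio, % activation.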
RSV antiviral HEp-2 – RSV antiviral activity via CPE protection, HEp-2 cells, primary 10 µM value included (AID 2391); actives 0.13% (n = 310,000); HEp-2 cells, RSV-induced CPE inhibition; higher % means a stronger effect; CPE inhibition, % at 10 µM; hits with a dose series show IC50 in µM; in the data active means a potency from the dose series; inconclusive means CPE inhibition mostly from about 23% at the one dose, without a potency; inactive means the rest, 99 in 100 with CPE inhibition below about 21%; further: strong numbers were not always called active
WT yeast gro inh mutant strain – second read-out of WT yeast gro inh, no call of its own (marks repeat the call); inhibition, %; mitochondrial fusion phenotypic screen, mutant strain inhibition
b-catenin transl cell count 5 µM – recorded beside b-catenin transl, whose call it bears; cell count; measured here: cell count, cytotoxicity flag
T cell HTS vesicle-bound % – further read-out of T cell HTS, marked with its call; double positive events, %; measured here: CD8+ vesicle-bound cell fraction;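 binding gate set so that unloaded-vesicle control wells show 10% double positive cells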
Myeloid diff 2 GFP+ MAC1+ % – second read-out of Myeloid diff 2, no call of its own (marks repeat the call); GFP+ MAC1+ double positive, %; measured here: differentiation confirmed by MAC1 staining
The depositor's hits bear a star.

`COc1ccc(-c2noc(CSc3nc(N)c(-c4ccccc4)c(=O)[nH]3)n2)cc1OC` gave MgcRacGAP inhibition -7%, WT yeast gro inh 5, Large T inhibition 6%, T cell HTS inactive, West Nile antiviral 0.1%, Salmonella PhoP GFP 0%, Myeloid diff 2 inactive, b-catenin transl 0.7, RSV antiviral HEp-2 -2.3%, WT yeast gro inh mutant strain 5, b-catenin transl cell count 5 µM 996, T cell HTS vesicle-bound % 32 and Myeloid diff 2 GFP+ MAC1+ % 1.7.
O=C(O)CN(Cc1ccccc1)S(=O)(=O)c1ccc(F)cc1 was read as MgcRacGAP inhibition 13%, WT yeast gro inh -7, Large T inhibition -1%, T cell HTS inactive, West Nile antiviral 0.9%, Salmonella PhoP GFP 3%, Myeloid diff 2 inactive, RSV antiviral HEp-2 -0.5%, WT yeast gro inh mutant strain 2, T cell HTS vesicle-bound % 21 and Myeloid diff 2 GFP+ MAC1+ % 0.4.
Screening O=C(NCc1cccs1)C1CCCN(c2nc3ccccc3o2)C1 (stereo unspecified) returned MgcRacGAP inhibition 7%, WT yeast gro inh 20, Large T inhibition 0%, T cell HTS inactive, West Nile antiviral -0.6%, Salmonella PhoP GFP -8%, Myeloid diff 2 inactive, b-catenin transl 0.4, RSV antiviral HEp-2 0.5%, WT yeast gro inh mutant strain 7, b-catenin transl cell count 5 µM 1317, T cell HTS vesicle-bound % 45 and Myeloid diff 2 GFP+ MAC1+ % 0.7.
`C/C(=N\OCc1nc2ccccc2c(=O)n1/N=C/c1cc([N+](=O)[O-])ccc1O)c1ccccc1` gave MgcRacGAP inhibition 10%, Large T inhibition 7%, T cell HTS inactive, West Nile antiviral -0.3%, Salmonella PhoP GFP -1%, Myeloid diff 2 inactive, b-catenin transl 3.1, RSV antiviral HEp-2 8.0%, b-catenin transl cell count 5 µM 1138, T cell HTS vesicle-bound % 30 and Myeloid diff 2 GFP+ MAC1+ % 0.3.
For Cc1ccc(-c2nc3sc4c(c3c(=O)n2N)CC(C)(C)OC4)cc1 the results were MgcRacGAP inhibition 3%, WT yeast gro inh -12, Large T inhibition 0%, T cell HTS inactive, West Nile antiviral -0.3%, Salmonella PhoP GFP -7%, Myeloid diff 2 inactive, b-catenin transl -2.1, RSV antiviral HEp-2 1.7%, WT yeast gro inh mutant strain 0, b-catenin transl cell count 5 µM 1046, T cell HTS vesicle-bound % 13 and Myeloid diff 2 GFP+ MAC1+ % 0.5.
CNC(=O)CC1C(=O)N(c2ccc(F)cc2)C(=S)N1NC(=O)c1ccc(Br)cc1 (stereo unspecified) was read as MgcRacGAP inhibition -9%, Large T inhibition 3%, T cell HTS inactive, West Nile antiviral -0.6%, Salmonella PhoP GFP 7%, Myeloid diff 2 inactive, RSV antiviral HEp-2 3.1%, T cell HTS vesicle-bound % 29 and Myeloid diff 2 GFP+ MAC1+ % 1.3.
Screening CCOC(=O)c1c(S(=O)(=O)Nc2cccc(-c3ccno3)c2)c(C)n(C)c1C returned MgcRacGAP inhibition 11%, Large T inhibition 7%, T cell HTS inactive, West Nile antiviral 0.3%, Salmonella PhoP GFP -6%, Myeloid diff 2 inactive, RSV antiviral HEp-2 4.8%, T cell HTS vesicle-bound % 26 and Myeloid diff 2 GFP+ MAC1+ % 0.5.
C=C(C)C(=O)Nc1ccc(NC(C)C)cc1 was read as MgcRacGAP inhibition inconclusive, Large T inhibition inconclusive, T cell HTS inactive, West Nile antiviral 0.2%, Salmonella PhoP GFP -1%, Myeloid diff 2 inactive, b-catenin transl -0.2, RSV antiviral HEp-2 1.8%, b-catenin transl cell count 5 µM 1300, T cell HTS vesicle-bound % 28 and Myeloid diff 2 GFP+ MAC1+ % 0.5.
Screening Cc1cc(N2CCOCC2)ncc1[N+](=O)[O-] returned MgcRacGAP inhibition 9%, WT yeast gro inh 2, Large T inhibition -2%, T cell HTS inactive, West Nile antiviral -1.0%, Salmonella PhoP GFP 4%, Myeloid diff 2 inactive, b-catenin transl 0.4, RSV antiviral HEp-2 0.8%, WT yeast gro inh mutant strain -5, b-catenin transl cell count 5 µM 1325, T cell HTS vesicle-bound % 42 and Myeloid diff 2 GFP+ MAC1+ % 1.1.
`O=C(O)/C(=C\c1cn(-c2ccccc2)nc1-c1cccnc1)NC(=O)c1ccccc1` gave MgcRacGAP inhibition 2%, Large T inhibition 9%, T cell HTS inactive, West Nile antiviral 0.0%, Salmonella PhoP GFP -10%, Myeloid diff 2 inactive, b-catenin transl -0.1, RSV antiviral HEp-2 -0.2%, b-catenin transl cell count 5 µM 1333, T cell HTS vesicle-bound % 60 and Myeloid diff 2 GFP+ MAC1+ % 0.2.
For Cc1ccc(-c2ccnc(=S)[nH]2)cc1 the results were MgcRacGAP inhibition 13%, WT yeast gro inh 4, Large T inhibition 5%, T cell HTS inactive, West Nile antiviral 0.1%, Salmonella PhoP GFP -6%, Myeloid diff 2 inactive, b-catenin transl -3.1, RSV antiviral HEp-2 1.1%, WT yeast gro inh mutant strain 12, b-catenin transl cell count 5 µM 1420, T cell HTS vesicle-bound % 67 and Myeloid diff 2 GFP+ MAC1+ % 1.6.
For CCCC1=Nc2cc(C(=O)N3CCCC3)ccc2Sc2ccc(C)cc21 the results were MgcRacGAP inhibition 7%, Large T inhibition 9%, T cell HTS inactive, West Nile antiviral -0.5%, Salmonella PhoP GFP 21%, Myeloid diff 2 inactive, RSV antiviral HEp-2 3.3%, T cell HTS vesicle-bound % 40 and Myeloid diff 2 GFP+ MAC1+ % 2.4.
COc1ccc2ccccc2c1/C=N\NC(=O)c1ccc(C)s1 was read as MgcRacGAP inhibition 5%, Large T inhibition 23%, T cell HTS inactive, West Nile antiviral -0.2%, Salmonella PhoP GFP -1%, Myeloid diff 2 inactive, RSV antiviral HEp-2 0.5%, T cell HTS vesicle-bound % 5 and Myeloid diff 2 GFP+ MAC1+ % 2.6.
`Cc1cc(C)n(C(=O)COc2c(C)cccc2C)n1` gave MgcRacGAP inhibition 3%, WT yeast gro inh -14, Large T inhibition -1%, T cell HTS inactive, West Nile antiviral 0.6%, Salmonella PhoP GFP -27%, Myeloid diff 2 inactive, RSV antiviral HEp-2 1.0%, WT yeast gro inh mutant strain -10, T cell HTS vesicle-bound % 60 and Myeloid diff 2 GFP+ MAC1+ % 1.0.
`O=C(Nc1ccc(N2CCN(C(=O)c3ccc(Cl)cc3)CC2)cc1)c1ccc([N+](=O)[O-])o1` gave MgcRacGAP inhibition -40%, WT yeast gro inh 30, Large T inhibition 4%, West Nile antiviral -1.7%, Salmonella PhoP GFP 3%, Myeloid diff 2 inconclusive, b-catenin transl -0.2, WT yeast gro inh mutant strain 23 and b-catenin transl cell count 5 µM 973.
For O=C(OCc1cncs1)c1ccccc1 the results were MgcRacGAP inhibition 9%, WT yeast gro inh -4, Large T inhibition 2%, T cell HTS inactive, West Nile antiviral -0.4%, Salmonella PhoP GFP 5%, Myeloid diff 2 inactive, b-catenin transl -4.3, RSV antiviral HEp-2 -0.2%, WT yeast gro inh mutant strain -6, b-catenin transl cell count 5 µM 1107, T cell HTS vesicle-bound % 34 and Myeloid diff 2 GFP+ MAC1+ % 0.2.
`COc1cccc(N2CCN(Cc3ccsc3)CC2)c1` gave MgcRacGAP inhibition 14%, WT yeast gro inh 11, Large T inhibition 5%, T cell HTS inactive, Salmonella PhoP GFP 14%, Myeloid diff 2 inactive, b-catenin transl -15, RSV antiviral HEp-2 -0.5%, WT yeast gro inh mutant strain 37, b-catenin transl cell count 5 µM 1188, T cell HTS vesicle-bound % 44 and Myeloid diff 2 GFP+ MAC1+ % 0.5.
CCOc1ccc(NC(=O)Cn2nnc(-c3ccccc3NC(=O)CC)n2)cc1 was read as MgcRacGAP inhibition 8%, WT yeast gro inh 4, Large T inhibition 0%, T cell HTS inactive, West Nile antiviral -1.6%, Salmonella PhoP GFP 17%, Myeloid diff 2 inactive, b-catenin transl 0.9, RSV antiviral HEp-2 4.5%, WT yeast gro inh mutant strain -8, b-catenin transl cell count 5 µM 1148, T cell HTS vesicle-bound % 12 and Myeloid diff 2 GFP+ MAC1+ % 0.7.
COc1ccc(OCCC(=O)OCC(=O)NCc2ccccc2)cc1 was read as MgcRacGAP inhibition 13%, WT yeast gro inh -7, Large T inhibition -1%, T cell HTS inactive, West Nile antiviral 0.1%, Salmonella PhoP GFP -2%, Myeloid diff 2 inactive, b-catenin transl -1.2, RSV antiviral HEp-2 1.0%, WT yeast gro inh mutant strain -8, b-catenin transl cell count 5 µM 1125, T cell HTS vesicle-bound % 51 and Myeloid diff 2 GFP+ MAC1+ % 0.4.
`Cc1nc(NC(=O)c2cc3c(s2)CCCCC3)sc1C(=O)N(C)C` gave MgcRacGAP inhibition 8%, WT yeast gro inh -4, Large T inhibition -1%, T cell HTS inactive, West Nile antiviral 0.5%, Salmonella PhoP GFP 3%, Myeloid diff 2 inactive, b-catenin transl 0.3, RSV antiviral HEp-2 5.9%, WT yeast gro inh mutant strain 1, b-catenin transl cell count 5 µM 1226, T cell HTS vesicle-bound % 6 and Myeloid diff 2 GFP+ MAC1+ % 5.8.
`C=CCn1c(SCC)nc(O)cc1=O` gave MgcRacGAP inhibition 6%, WT yeast gro inh -4, Large T inhibition 3%, T cell HTS inactive, West Nile antiviral 0.5%, Salmonella PhoP GFP -7%, Myeloid diff 2 inactive, b-catenin transl 2.8, RSV antiviral HEp-2 1.1%, WT yeast gro inh mutant strain 15, b-catenin transl cell count 5 µM 1192, T cell HTS vesicle-bound % 18 and Myeloid diff 2 GFP+ MAC1+ % 0.8.

High-throughput results deposited in PubChem by several laboratories.
